From PubChem BioAssay
A3G deaminase = blocks human APOBEC3G single-stranded DNA deamination. recombinant A3G, ssDNA deamination FAM/TAMRA fluorescence. inhibition, % at 20 µM. hit rate 0.28% among 330,000. AID 493012;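 active = inhibition of at least 40% at 20 µM, with no more than 30% in the related APOBEC3A deaminase screen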;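 also: plate controls were DMSO wells with A3G for no effect and wells lacking A3G enzyme for full effect; some compounds called inactive have numbers as strong as hits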
Target sequence (Q9HC16 whole entry, looked up): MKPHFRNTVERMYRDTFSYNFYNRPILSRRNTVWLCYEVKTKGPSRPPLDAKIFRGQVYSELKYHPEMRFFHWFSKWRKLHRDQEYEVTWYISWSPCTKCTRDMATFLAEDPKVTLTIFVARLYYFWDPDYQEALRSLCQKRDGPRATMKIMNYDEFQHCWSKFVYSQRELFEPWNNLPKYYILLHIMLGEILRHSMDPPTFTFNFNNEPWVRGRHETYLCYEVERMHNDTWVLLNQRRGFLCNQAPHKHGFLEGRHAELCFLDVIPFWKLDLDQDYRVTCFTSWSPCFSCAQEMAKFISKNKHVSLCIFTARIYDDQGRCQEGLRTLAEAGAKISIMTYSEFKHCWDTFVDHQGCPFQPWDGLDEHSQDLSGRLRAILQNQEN
SENP6 inh = inhibitors of human SENP6 protease. Q9GZR1. Recombinant SENP6 catalytic domain, aminoluciferin luminescence. inhibition, % at 10 µM. hit rate 1.8% among 330,000. AID 2599;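 active = inhibition above about 50% at the single tested dose, limit read from the data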;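 also: plate controls were DMSO wells with enzyme for no effect and DMSO wells lacking enzyme for full effect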
Target sequence (Q9GZR1 628-1112 limits assumed): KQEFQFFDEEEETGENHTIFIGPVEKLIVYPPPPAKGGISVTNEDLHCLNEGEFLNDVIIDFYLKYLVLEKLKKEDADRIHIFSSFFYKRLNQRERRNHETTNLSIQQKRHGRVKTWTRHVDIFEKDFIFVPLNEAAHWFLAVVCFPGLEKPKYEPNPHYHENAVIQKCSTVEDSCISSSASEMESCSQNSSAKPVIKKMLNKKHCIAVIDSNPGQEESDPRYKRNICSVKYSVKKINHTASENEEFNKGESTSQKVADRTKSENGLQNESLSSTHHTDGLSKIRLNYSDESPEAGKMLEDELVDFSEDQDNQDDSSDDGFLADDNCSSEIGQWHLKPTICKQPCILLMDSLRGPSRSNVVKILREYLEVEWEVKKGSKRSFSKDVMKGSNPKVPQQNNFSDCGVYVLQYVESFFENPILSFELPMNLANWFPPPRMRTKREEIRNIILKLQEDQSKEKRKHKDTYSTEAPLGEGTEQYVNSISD
SENP8 block-1 = inhibitors of human SENP8 protease | recombinant SENP8, Nedd8 substrate fluorescence | inhibition, % at 20 µM | hit rate 0.64% among 360,000 | AID 602440 | Q96LD8; in the data active = inhibition mostly above about 40%, no sharp cut-off; inactive = mostly below about 27%
SENP1 inh = SENP1 (human) catalytic domain inhibition | recombinant SENP1 catalytic domain, CyPet-SUMO1-YPet FRET cleavage | inhibition, % at 10 µM | hit rate 0.21% among 360,000;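 active = inhibition at least 30% at 10 µM, raw YFP signal under a set limit, fluorescence ratio 0.5 to 1.5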;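 also: 0% = enzyme with DMSO and 100% = no enzyme wells; some results filed as inactive read as strong as hits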
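Test system: recombinant human SENP1 catalytic domain, His6-tagged / Medium: pH 8 Tris buffer with EDTA, NaCl, BME, BSA, NP40, catalase / Also added: SUMO1 FRET substrate flanked by Cypet and Ypet, 25 nM / Times: 50 min reaction at room temperature / Signal: FRET, CFP and YFP emission / Control set: no-enzyme low control and enzyme-plus-DMSO high control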
SENP7 inh = blocks the human protease SENP7. recombinant SENP7, Z-RLRGG-aminoluciferin luminescence, 40 min. Q9BQF6. hit rate 1.5% among 330,000. inhibition, % at 5 µM;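 active = inhibition above about 50% at the single test dose, limit read from the data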;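 also: plate controls were DMSO with enzyme for no effect and no enzyme buffer wells for full effect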
UBC13 inh = inhibitors of human UBC13 polyubiquitin chain formation | P61088 | TR-FRET | inhibition, % at 20 µM | hit rate 0.47% among 330,000; in the data active = inhibition above about 45%, passing the limit was not always enough; inconclusive = no clear call, values can overlap the other calls
Target sequence (P61088 whole entry, looked up): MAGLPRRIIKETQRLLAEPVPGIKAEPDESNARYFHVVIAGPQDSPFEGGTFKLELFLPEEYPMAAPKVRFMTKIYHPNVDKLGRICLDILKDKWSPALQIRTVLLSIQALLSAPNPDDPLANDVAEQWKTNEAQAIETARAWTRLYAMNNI
Apaf-1 inh = inhibitors of human Apaf-1 apoptosome. O14727. reconstituted apoptosome caspase-3 activity, DEVD-Rh110 fluorescence. inhibition, % at 20 µM. hit rate 0.71% among 330,000; active = inhibition of at least 40% at 20 µM;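 also: plate controls were DMSO wells for no effect and DEVD-CHO caspase inhibitor wells for full effect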
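Medium: Hepes buffer, pH 7.5 / System: biochemical Apaf-1 apoptosome reconstitution / Measured by: Rh110 fluorescence, excitation 480 nm, emission 540 nm / Times: compound with Apaf-1, dATP, procaspase-3 30 min, then 50 min reaction, room temperature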
SENP8 block-2 = blocks the human protease SENP8; Q96LD8; purified SENP8, Z-RLRGG-aminoluciferin cleavage, luminescence; inhibition, % at 10 µM; hit rate 1.2% among 330,000; AID 2540; in the data active = inhibition above about 50%
The depositor's hits bear a star.

Cc1ccccc1NC(=O)Cc1nc(COC(=O)c2cc([N+](=O)[O-])ccc2N)cs1 was read as A3G deaminase -3, SENP6 inh 5, SENP8 block-1 6, SENP1 inh -11, SENP7 inh -2, UBC13 inh -10, Apaf-1 inh 12 and SENP8 block-2 -2.
Cc1n[nH]c(C)c1S(=O)(=O)N(CC(=O)NC1CCCC1)c1ccc(C(C)C)cc1 was read as A3G deaminase 0, SENP6 inh 10, SENP8 block-1 6, SENP1 inh 0, SENP7 inh 9, UBC13 inh 6, Apaf-1 inh 15 and SENP8 block-2 0.
For CCOC(=O)/C(=C\C=C\N1CCOCC1)C(C)=O the results were A3G deaminase -2, SENP6 inh -8, SENP8 block-1 16, SENP1 inh 4, SENP7 inh -9, UBC13 inh 6, Apaf-1 inh -12 and SENP8 block-2 -4.
O=C(CN(CCc1ccccc1)Cc1ccccc1)Oc1ccccc1P(=O)(O)O was read as A3G deaminase -8, SENP6 inh -14, SENP8 block-1 8, SENP1 inh 2, SENP7 inh -7, UBC13 inh 2, Apaf-1 inh 8 and SENP8 block-2 -5.
`Cc1ccnc(N2C(=O)c3ccccc3C2Nc2cccc(C)c2C)c1` (stereo not drawn) gave A3G deaminase -1, SENP6 inh -6, SENP8 block-1 5, SENP1 inh 3, SENP7 inh -5, UBC13 inh 5, Apaf-1 inh 8 and SENP8 block-2 3.
`CC(C)CNC(=O)c1cc(-c2ccc(Br)cc2)on1` gave A3G deaminase -5, SENP6 inh -1, SENP8 block-1 14, SENP1 inh 1, SENP7 inh -12, UBC13 inh 1, Apaf-1 inh -2 and SENP8 block-2 2.
C=CCn1c(CNC(=O)c2cccs2)n[nH]c1=S was read as A3G deaminase 2, SENP6 inh 12, SENP8 block-1 17, SENP1 inh 4, SENP7 inh 3, UBC13 inh 7, Apaf-1 inh 1 and SENP8 block-2 4.
O=C(O)c1n[nH]c2c1CCCC2 was read as A3G deaminase -5, SENP6 inh -10, SENP8 block-1 19, SENP1 inh 0, SENP7 inh -4, UBC13 inh -4, Apaf-1 inh 0 and SENP8 block-2 -11.
COC(=O)c1ccccc1NC(=O)COC(=O)CSc1nnc(N)s1 was read as A3G deaminase -8, SENP6 inh 6, SENP8 block-1 -25, SENP1 inh -6, SENP7 inh 0, UBC13 inh -3, Apaf-1 inh -9 and SENP8 block-2 -5.
For CCOC1(NC(=O)c2ccccc2)C(C)=CC(=O)C=C1C the results were A3G deaminase 2, SENP6 inh 5, SENP8 block-1 15, SENP1 inh -1, SENP7 inh 5, UBC13 inh -4, Apaf-1 inh 7 and SENP8 block-2 5.
O=C(N/N=C/c1cccc(O)c1)c1csc2ccccc12 was read as A3G deaminase 8, SENP6 inh -2, SENP8 block-1 17, SENP1 inh 3, SENP7 inh 5, UBC13 inh -4, Apaf-1 inh 7 and SENP8 block-2 -8.
`O=C(Cn1cncn1)N/N=C/c1cccc2ccccc12` gave A3G deaminase -5, SENP6 inh -6, SENP8 block-1 -9, SENP1 inh -1, SENP7 inh 1, UBC13 inh 6, Apaf-1 inh 0 and SENP8 block-2 1.
`Cc1ccccc1NC(=O)Cc1nnc(SCC(=O)N2CCOCC2)n1C` gave A3G deaminase -7, SENP6 inh 8, SENP8 block-1 3, SENP1 inh 0, SENP7 inh 1, UBC13 inh -7, Apaf-1 inh -9 and SENP8 block-2 1.
`Cc1ccc(F)cc1NC(=O)C1CCCN(c2ncccn2)C1` (stereo not drawn) gave A3G deaminase -4, SENP6 inh 1, SENP8 block-1 -71, SENP1 inh 1, SENP7 inh -2, UBC13 inh 2, Apaf-1 inh -4 and SENP8 block-2 -13.
For CCCCn1c(=S)[nH]c2ncccc2c1=O the results were A3G deaminase 1, SENP6 inh -6, SENP8 block-1 -3, SENP1 inh 2, SENP7 inh 6, UBC13 inh 9, Apaf-1 inh -3 and SENP8 block-2 -3.
For O=C(CN1CCN(c2cccc(Cl)c2)CC1)Nc1ccc(S(=O)(=O)N2CCOCC2)cc1 the results were A3G deaminase 5, SENP6 inh 5, SENP8 block-1 15, SENP1 inh 4, SENP7 inh -5, UBC13 inh 4, Apaf-1 inh 23 and SENP8 block-2 3.
Screening O=C(CSc1nnc(COc2ccccc2)o1)Nc1nccs1 returned A3G deaminase -3, SENP6 inh -12, SENP8 block-1 5, SENP1 inh -1, SENP7 inh 7, UBC13 inh 2, Apaf-1 inh -3 and SENP8 block-2 -5.
For COc1cc(COCC(O)CN2CCCCC2C)cc(OC)c1OC (stereo not drawn) the results were A3G deaminase -2, SENP6 inh -9, SENP8 block-1 20, SENP1 inh 2, SENP7 inh -3, UBC13 inh 2, Apaf-1 inh 2 and SENP8 block-2 0.
For O=C(NNc1ccccc1[N+](=O)[O-])Nc1ccc(F)cc1F the results were A3G deaminase -12, SENP6 inh -4, SENP8 block-1 25, SENP1 inh -22, SENP7 inh 6, UBC13 inh -1, Apaf-1 inh -2 and SENP8 block-2 0.
Screening C=CCn1c(SCc2ccc(F)cc2)nnc1-c1sc2nc(C)cc(C)c2c1N returned A3G deaminase -2, SENP6 inh -17, SENP8 block-1 -477, SENP1 inh -107, SENP7 inh 2, UBC13 inh 10, Apaf-1 inh 3 and SENP8 block-2 5.
`CCOc1ncccc1C(=O)Nc1nnc(C(CC)CC)s1` gave A3G deaminase -9, SENP6 inh -1, SENP8 block-1 13, SENP1 inh 0, SENP7 inh -2, UBC13 inh 9, Apaf-1 inh 15 and SENP8 block-2 3.
CSC1=NCCN1CCOc1ccccc1 was read as A3G deaminase 16, SENP6 inh -6, SENP8 block-1 -8, SENP1 inh -2, SENP7 inh -3, UBC13 inh 1, Apaf-1 inh -8 and SENP8 block-2 -3.
Screening CCCOc1ccc(-c2cnc(SCC(N)=O)nc2N)cc1 returned A3G deaminase -3, SENP6 inh -2, SENP8 block-1 -12, SENP1 inh 3, SENP7 inh 0, UBC13 inh -3, Apaf-1 inh 6 and SENP8 block-2 0.
COC(=O)[C@H](Cc1ccccc1)NC(=O)O[C@@H]1C(=O)c2cc(Br)ccc2O[C@H]1c1cccc(OC)c1 was read as A3G deaminase -1, SENP6 inh -8, SENP7 inh 3, UBC13 inh 14, Apaf-1 inh 22 and SENP8 block-2 1.
`COc1ccc(CNC(=O)C(NS(=O)(=O)c2cccc3nsnc23)C(C)C)cc1` (stereo not drawn) gave A3G deaminase 2, SENP6 inh -3, SENP8 block-1 18, SENP1 inh 0, SENP7 inh 3, UBC13 inh -6, Apaf-1 inh -12 and SENP8 block-2 2.
`O=c1c2oc3ccccc3c2[nH]c(=S)n1-c1ccccc1` gave A3G deaminase -6, SENP6 inh 2, SENP8 block-1 2, SENP1 inh -2, SENP7 inh 6, UBC13 inh inconclusive, Apaf-1 inh -1 and SENP8 block-2 4.
Cc1nn(-c2ccccc2)c(C)c1/C=N/NC(=O)CSc1nc2ccccc2c(=O)n1-c1ccc(Br)cc1 was read as A3G deaminase -2, SENP6 inh -6, SENP8 block-1 20, SENP1 inh 3, SENP7 inh -6, UBC13 inh -28, Apaf-1 inh 16 and SENP8 block-2 -3.
`CCC(CC)NCc1ccc2c(c1)c1ccccc1n2CC` gave A3G deaminase -11, SENP6 inh -3, SENP8 block-1 -24, SENP1 inh 2, SENP7 inh 4, UBC13 inh 28, Apaf-1 inh 3 and SENP8 block-2 -4.
`CCOc1ccc(NC(=O)CSc2nc(N)c(-c3ccccc3)c(=O)[nH]2)cc1` gave A3G deaminase -9, SENP6 inh 6, SENP8 block-1 4, SENP1 inh 3, SENP7 inh -2, UBC13 inh 0, Apaf-1 inh 16 and SENP8 block-2 -7.
Cc1nnc(-c2cnn(-c3ccccc3)c2N)n1Cc1ccncc1 was read as A3G deaminase -2, SENP6 inh -4, SENP8 block-1 4, SENP1 inh -4, SENP7 inh 2, UBC13 inh -7, Apaf-1 inh 10 and SENP8 block-2 4.

Compounds from the list above that have bromine (three):
`CC(C)CNC(=O)c1cc(-c2ccc(Br)cc2)on1` gave A3G deaminase -5, SENP6 inh -1, SENP8 block-1 14, SENP1 inh 1, SENP7 inh -12, UBC13 inh 1, Apaf-1 inh -2 and SENP8 block-2 2.
COC(=O)[C@H](Cc1ccccc1)NC(=O)O[C@@H]1C(=O)c2cc(Br)ccc2O[C@H]1c1cccc(OC)c1 was read as A3G deaminase -1, SENP6 inh -8, SENP7 inh 3, UBC13 inh 14, Apaf-1 inh 22 and SENP8 block-2 1.
Cc1nn(-c2ccccc2)c(C)c1/C=N/NC(=O)CSc1nc2ccccc2c(=O)n1-c1ccc(Br)cc1 was read as A3G deaminase -2, SENP6 inh -6, SENP8 block-1 20, SENP1 inh 3, SENP7 inh -6, UBC13 inh -28, Apaf-1 inh 16 and SENP8 block-2 -3.

The listing continues:
Screening Cc1[nH]c2ccccc2c1C(=O)CSC(=S)N(C)C returned A3G deaminase -3, SENP6 inh -10, SENP8 block-1 2, SENP1 inh 2, SENP7 inh 1, UBC13 inh -10, Apaf-1 inh -4 and SENP8 block-2 -15.
CCCCC(=O)Nc1nnc(-c2ccco2)o1 was read as A3G deaminase 12, SENP6 inh 10, SENP8 block-1 -9, SENP1 inh 0, SENP7 inh -3, UBC13 inh -3, Apaf-1 inh 6 and SENP8 block-2 5.
`CCOC(=O)c1cccc(NC(=O)Nc2ccc3c(c2)C(=O)OC3)c1` gave A3G deaminase -4, SENP6 inh -38, SENP8 block-1 3, SENP1 inh 3, SENP7 inh -7, UBC13 inh -8, Apaf-1 inh 2 and SENP8 block-2 -13.
Screening CCc1ccc(-n2c(SCC(=O)Nc3ccc(C(=O)O)cc3)nnc2-c2ccncc2)cc1 returned A3G deaminase -1, SENP6 inh -6, SENP7 inh 4, UBC13 inh -11, Apaf-1 inh -14 and SENP8 block-2 -5.
`CC(=O)Oc1ccc(-c2cccc(C(=O)N3CCCCC3)c2)cc1` gave A3G deaminase -2, SENP6 inh -13, SENP8 block-1 7, SENP1 inh 1, SENP7 inh -2, UBC13 inh 6, Apaf-1 inh 6 and SENP8 block-2 -9.
For O=C(COC(=O)C1=COCCO1)NCCCc1ccccc1 the results were A3G deaminase -1, SENP6 inh 3, SENP8 block-1 17, SENP1 inh -1, SENP7 inh 4, UBC13 inh 2, Apaf-1 inh -8 and SENP8 block-2 -7.
O=C(Nc1ccc(F)cc1)NC1CCCCC1 was read as A3G deaminase -5, SENP6 inh -13, SENP8 block-1 12, SENP1 inh 3, SENP7 inh -1, UBC13 inh 2, Apaf-1 inh -13 and SENP8 block-2 -2.
For Cc1ccc(C)c2[nH]c(=O)c(CN(Cc3ccc4c(c3)OCO4)Cc3nnnn3Cc3ccco3)cc12 the results were A3G deaminase -2, SENP6 inh -25, SENP8 block-1 -38, SENP1 inh -6, SENP7 inh 3, UBC13 inh -4, Apaf-1 inh 17 and SENP8 block-2 2.
COC(=O)N/N=C/c1cc(C)n(-c2cccc3ccccc23)c1C was read as A3G deaminase -5, SENP6 inh 4, SENP8 block-1 -69, SENP1 inh -3, SENP7 inh 8, UBC13 inh 7, Apaf-1 inh 2 and SENP8 block-2 10.
C[C@@H]1C[C@H]2[C@@H]3CCC4=CC(=O)C=C[C@]4(C)[C@@]3(F)[C@@H](O)C[C@]2(C)[C@H]1C(=O)CO was read as A3G deaminase -5, SENP6 inh -10, SENP8 block-1 13, SENP1 inh 2, SENP7 inh -13, UBC13 inh -6, Apaf-1 inh 0 and SENP8 block-2 -8.
`COc1ccc2oc(=O)c(C(=O)NCc3ccc(F)cc3)cc2c1` gave A3G deaminase -3, SENP6 inh -11, SENP8 block-1 -301, SENP1 inh -55, SENP7 inh 0, UBC13 inh 13, Apaf-1 inh 5 and SENP8 block-2 0.
Screening COC(=O)[C@H](CC(C)C)NC(=O)NC1CCCc2ccccc21 (stereo partly drawn) returned A3G deaminase -3, SENP6 inh -12, SENP8 block-1 26, SENP1 inh 4, SENP7 inh -3, UBC13 inh -2, Apaf-1 inh 5 and SENP8 block-2 -7.
